Screens as filed in PubChem.
TAG inh = inhibitors of triacylglycerol accumulation; inhibition, % at 12.5 µM; AID 651582; H9c2 cells, Nile Red lipid (TAG) fluorescence; cells loaded with 200 µM oleic acid; 0.66% of 230,000 active;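 active = pattern-corrected inhibition of lipid staining of at least 50% with the nuclear-stain viability signal not falling by more than 50%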;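 also: 0% = DMSO wells and 100% = triacsin C control wells; some results filed as inactive read as strong as hits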
TAG inh DAPI viability = recorded beside TAG inh, whose call it bears; DAPI nuclei signal change (viability), lower = more cytotoxic, %;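 whole-well DAPI fluorescence read on a plate reader as a viability signal; minus 50 percent equals half of cells still viable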
* = called active by the depositor.

SMILES | TAG inh | TAG inh DAPI viability
C[C@]12CCC(=O)C(O)=C1CC[C@@H]1[C@@H]2CC[C@]2(C)C(=O)CC[C@@H]12 | -4 | -2
COC(=O)C1=C(c2ccc(-c3ccccc3)c(F)c2)C[C@@H]2CC[C@H]1N2C(=O)NCCCOC(C)C | 7 | 0
COc1ccc(OC)c(CC(=O)N(C)C2CCCN(Cc3ccccc3F)C2)c1 (stereo not given) | 5 | -3
CC12CCC(=O)C=C1C=CC1C2CCC2(C)C(O)CCC12 (stereo not given) | -14 | 9
O=P(C(=Nc1ccc(Cl)cc1)N1CCOCC1)(N1CCOCC1)N1CCOCC1 | -14 | 8
c1ccc(C2c3ccccc3-n3nncc3CN2CC2CCCCC2)cc1 (stereo not given) | -22 | -5
NS(=O)(=O)c1nc[nH]c1[N+](=O)[O-] | 5 | 0
CCOC(=O)c1cncn1C(C)c1ccccc1 (stereo not given) | 11 | -13
CCOC(=O)C1=C(N)OC(C)=C(C(=O)OCCOC)C12C(=O)Nc1ccccc12 (stereo not given) | 8 | 2
c1ccc2c(CCNC3=NCCC3)c[nH]c2c1 | 0 | -9
O=C(c1ccc(C(F)(F)F)cc1)C1CCCN(Cc2ccc(CO)o2)C1 (stereo not given) | -23 | 12
C=CCCC1(CC(C)C)C(=O)NC(=S)NC1=O | 10 | -3
COC(=O)C1=C(c2ccc(F)cc2OCc2ccccc2)C[C@@H]2CC[C@H]1N2C(=O)NCc1cccc(C(F)(F)F)c1 | -3 | -2
O=C(NC1(C(F)(F)F)Oc2ccc(Cl)cc2O1)N1CCC2(CC1)OCCO2 (stereo not given) | -12 | -1
COc1cc(C(=O)N2Cc3ccccc3-n3nncc3C2)cc(OC)c1OC | -9 | 0
Cc1cc(C)c2c(ccc3cccc[n+]32)c1 | -21 | -3
COC(=O)C1=C(c2ccc(-c3ccccc3)c(F)c2)C[C@@H]2CC[C@H]1N2C(=O)NCCc1ccccc1 | 14 | 1
CNCC(C)c1ccccc1 (stereo not given) | -5 | 2
N[C@H](CO)Cc1ccccc1 | -3 | -1
CSC1=NP(=S)(SC)N2CCCC2=C1C#N (stereo not given) | -2 | 15
Cc1ccc(C(=O)NC2CC3CCC(C2)N3)cc1 (stereo not given) | 12 | -4
COc1ccc2c(c1)c(CCN)c(C)n2Cc1ccccc1 | 17 | 15
CC(=O)Cc1ccc(OC(C)C)cc1 | 9 | -5
COc1ccc(S(=O)(=O)NC(CC(=O)N2CCC3(CC2)OCCO3)c2ccco2)cc1 (stereo not given) | 3 | 7
CS(=O)(=O)N1Cc2cnnn2-c2ccccc2C1C#N (stereo not given) | 4 | 6

Copied from the results shown, 6 compounds:
SMILES | TAG inh | TAG inh DAPI viability
C[C@]12CCC(=O)C(O)=C1CC[C@@H]1[C@@H]2CC[C@]2(C)C(=O)CC[C@@H]12 | -4 | -2
COC(=O)C1=C(c2ccc(-c3ccccc3)c(F)c2)C[C@@H]2CC[C@H]1N2C(=O)NCCCOC(C)C | 7 | 0
COc1ccc(OC)c(CC(=O)N(C)C2CCCN(Cc3ccccc3F)C2)c1 (stereo not given) | 5 | -3
CC12CCC(=O)C=C1C=CC1C2CCC2(C)C(O)CCC12 (stereo not given) | -14 | 9
O=P(C(=Nc1ccc(Cl)cc1)N1CCOCC1)(N1CCOCC1)N1CCOCC1 | -14 | 8
c1ccc(C2c3ccccc3-n3nncc3CN2CC2CCCCC2)cc1 (stereo not given) | -22 | -5

The results go on.
SMILES | TAG inh | TAG inh DAPI viability
C/C(O)=C(\C#N)C(=O)Nc1cc(Br)ccc1Br | -23 | 1
Nc1ccccc1C(=O)OCc1ccc([N+](=O)[O-])cc1 | 0 | -1
CC12C=CC(=O)CC1CCC1C2CCC2(C)C(O)C(O)CC12 (stereo not given) | 1 | -4
C=CCn1c(O)c(C(CC)=NCCN2CCN(C(=S)NC)CC2)c(=O)[nH]c1=O | -3 | -1
CN1CCN(c2ncnc3nc[nH]c23)CC1 | -16 | 5
Cc1ccc(-c2cc(-c3ccccc3)cc(-c3ccccc3)[n+]2-c2ccccc2)cc1 | 48 | -15
CC(C)Cc1[nH]c(=O)c(C#N)c2c1CCC2 | -20 | -4
CCC(C)n1c(O)c(C=NC(C)c2ccccc2)c(=O)[nH]c1=S (stereo not given) | -3 | -6
COC(=O)C1=C(c2ccccc2OCc2ccccc2)C[C@@H]2CC[C@H]1N2C(=O)NCc1cccc(C(F)(F)F)c1 | 17 | -5
COC(=O)C1=C(c2cccc(OC)c2OC)C[C@@H]2CC[C@H]1N2C(=O)NCc1ccc(F)cc1 | 11 | -9
CNS(=O)(=O)c1ccc(N=Cc2c(O)n(-c3ccccc3)c(=O)[nH]c2=O)cc1 | 7 | -2
C[Se]C[C@@H](N)C(=O)O | 3 | 4
CN1C(=O)C(=Cc2ccc(OCCN(C)c3ccccn3)cc2)C(=O)N(C)C1=O | -11 | -15
CC1(C)NCCN2C(=O)CSC21 (stereo not given) | 1 | 4
Cc1cccc(N2C(=O)NC(=O)C3(Cc4cc(C)ccc4N(C)C3)C2=O)c1 (stereo not given) | -23 | 1
CC(=O)O[C@H]1C[C@@H]2OC3C=C(C)CCC3(C)[C@@]1(C)[C@@]21CO1 (stereo not given in full) | 85 | -55
O=C(O)CCn1cc(C=C2C(=O)NC(=S)NC2=O)c(-c2cc3ccccc3oc2=O)n1 | -7 | -7
Cc1ccc(C)c(OCc2cc(C(=O)N3C[C@H]4C[C@@H](C3)c3cccc(=O)n3C4)no2)c1 | -2 | 5
COc1ccc(C)cc1NC(=O)c1c(C)nn(Cc2ccccc2)c1Cl | -22 | 1
O=C1CCC2(O)C3Cc4ccc(O)c5c4C2(CCN3Cc2ccoc2)C1O5 (stereo not given) | -5 | 3
O=C(NCC1=C(c2cccc3ccccc23)C[C@@H]2CC[C@H]1N2Cc1ccco1)c1cccs1 | 0 | 16
CCC(=O)CC(c1ccccc1)c1c(O)c2ccccc2sc1=O (stereo not given) | 24 | 1
O=C1CC(C(=O)N2CCC3(CC2)OCCO3)CN1CCc1ccccc1 (stereo not given) | -2 | -1
CC(Cc1cccs1)NCc1ccccc1 (stereo not given) | -4 | 6
Nc1ccc(Cc2ccc(N)cc2)cc1 | 6 | 0

Full records, quoted from the list. Order of values: TAG inh	TAG inh DAPI viability
Profile of `Nc1ccc(Cc2ccc(N)cc2)cc1` = 6	0
Profile of `CC1(C)NCCN2C(=O)CSC21` (stereo not given) = 1	4
Profile of `O=C1CCC2(O)C3Cc4ccc(O)c5c4C2(CCN3Cc2ccoc2)C1O5` (stereo not given) = -5	3
Profile of `CNS(=O)(=O)c1ccc(N=Cc2c(O)n(-c3ccccc3)c(=O)[nH]c2=O)cc1` = 7	-2
Profile of `Nc1ccccc1C(=O)OCc1ccc([N+](=O)[O-])cc1` = 0	-1

Additional results follow:
SMILES | TAG inh | TAG inh DAPI viability
Cc1nc2ccccc2n1C1CCN(Cc2nnnn2CCc2ccccc2)CC1 | 4 | 6
O=c1c2ccccc2nc(CN2CCOCC2)n1-c1ccccc1F | -16 | -3
CC(C)NS(=O)(=O)c1ccc(OCC(=O)N2CCN(Cc3ccccc3)CC2)c(Cl)c1 | 8 | -6
C=CCn1c(O)c(C(C)=O)c(=O)[nH]c1=O (tested in a mixture with another compound) | -4 | 9
COc1cccc(-n2c(/C=C/c3ccc(O)c(O)c3)nc3ccccc3c2=O)c1 | 0 | -4
O=C(COc1ccc2ccccc2c1)N1CCN(Cc2ccncc2)CC1 | -7 | 8
CN(C)C(=O)Oc1ccc([N+](=O)[O-])cc1 | -12 | -2
CSc1ccc(C(=O)C(C)(C)N2CCOCC2)cc1 | 4 | -3
C[C@]12CCC3C(CC[C@H]4C[C@@H](O)CC[C@]34C)C1C[C@@H](N)[C@@H]2O (stereo not given in full) | 0 | -11
CN(C)C1C(=O)C(C(N)=O)=C(O)C2(O)C(=O)C3=C(O)c4c(O)cccc4C(C)(O)C3CC12 (stereo not given) | 11 | -6
COc1ccc(CC(=O)C2C(=O)N(C)c3ccccc32)cc1OC (stereo not given) | -6 | -6
c1cncc(CNC2=NCCC2)c1 | -5 | -1
COc1ccc(OC)c(N2C(=O)NC(=O)/C(=C/c3ccc([N+](=O)[O-])s3)C2=O)c1 | 6 | 2
C[C@@H]1CN([C@H](C)CO)C(=O)CCCn2nncc2CO[C@@H]1CN(C)C(=O)Oc1ccc2ccccc2c1 | 5 | -3
CC(=O)[C@@]1(O)CC[C@H]2[C@@H]3CC=C4C[C@@H](O)CC[C@]4(C)[C@H]3CC[C@@]21C | -1 | -2
CN(C)C(=O)Oc1c(Cl)cc(Cl)c2ccccc12 | -5 | -6
CCC1(C2=NCCN2)Cc2ccccc2O1 (stereo not given) | -3 | -2
c1ccc(NC2=NCCS2)cc1 | 3 | 7
COc1cccc(CCNCc2c(F)cccc2F)c1 | -7 | 8
CCCN1CC[C@@H]2c3cc(O)ccc3CC[C@@H]21 | 5 | 1
CCN(CC)CCC(=O)O[C@H]1CC[C@]2(C)C3CC[C@@]4(C)C(CC[C@]4(C)O)C3CC[C@H]2C1 (stereo not given in full) | 4 | -3
CCOP(=O)(Cc1ccccc1)OCC | 1 | -1
CCN(CC)C(=O)c1ccc(NC(=O)c2ccc3c(c2)NC(=O)CS3)cc1 | -3 | -2
CC1(C)CC(N(CCc2ccccc2)Cc2ccccc2)CCO1 (stereo not given) | 8 | 2
CCOC(=O)c1cnc(N2CC2)nc1N | 3 | -12
Carrying on:
SMILES | TAG inh | TAG inh DAPI viability
COc1ccc(C(=O)CC2C(=O)N(C)C(=O)N(C)C2=O)cc1 | -8 | 8
C[C@@H]1C(=O)O[C@H]2[C@H](O)[C@]34[C@@H]5OC(=O)[C@]3(OC3OC(=O)[C@H](O)C34[C@H](C(C)(C)C)[C@@H]5O)[C@@]12O (stereo not given in full) | 3 | -5
COC(=O)C1=C(c2cc3ccccc3o2)C[C@@H]2CC[C@H]1N2C(=O)NC1CCCCC1 | -7 | -7
CCC1(c2ccc(N)cc2)CCC(=O)NC1=O (stereo not given) | 6 | -2
Cc1nc2ccccc2c(=O)n1-c1cc(F)ccc1F | 1 | 0
COC(=O)C1=C(c2cccc(OC)c2OC)C[C@@H]2CC[C@H]1N2C(=O)NCCO | 3 | 3
C=CCN1C(=O)NC(=O)/C(=C\c2ccc(-c3ccccc3[N+](=O)[O-])o2)C1=O | -5 | -4
CCOP(=O)(OCC)c1ccc(OP(=O)(c2cccc([N+](=O)[O-])c2)c2cccc([N+](=O)[O-])c2)cc1 | -11 | -6
COc1cc2c(cc1O)[C@@H]1Cc3ccc(OC)c(O)c3CN1CC2 | 22 | -29
O=C(Nc1cccc(Cl)c1)OCC#CCN1CCCC1 | -11 | 0
CC[C@H](C)[C@@H](C(=O)N1CCCC1c1nccs1)N(C)C(=O)[C@H](CC(C)C)N(C)C(=O)[C@H](Cc1ccc(OC)cc1)N(C)C(=O)/C=C(\C)OC (stereo not given in full) | -2 | 6
COC(=O)C1=C(c2cccc(C#N)c2)C[C@@H]2CC[C@H]1N2C(=O)N1CCCCC1 | -3 | -1
O=C1CC(N2CCC(n3c(=O)[nH]c4ccccc43)CC2)C(=O)N1c1ccc(F)cc1 (stereo not given) | 3 | -8
O=C1C(=O)c2ccccc2-c2ccccc21 | 120 | -76
COc1ccc(N2CCN(CCCN)CC2)cc1 | -5 | 19
CCOc1ccc2nc(N=Nc3c(O)[nH]c(=S)[nH]c3=O)sc2c1 | 7 | -5
C[C@]12CCC3C(C[C@@H](O)[C@H]4C[C@@H](O)CC[C@]34C)C1CC[C@@H]2O (stereo not given in full) | -12 | 8
Cc1cc(/C=C2/C(=O)NC(=O)N(c3ccccc3)C2=O)c(C)n1-c1ccc(F)cc1 | 6 | 3
C[C@]12CCC3C(CC[C@H]4C[C@@H](O)CC[C@]34C)C1CC[C@@]2(O)C(F)(F)F (stereo not given in full) | -8 | -2
Fc1cccc(F)c1CN1CCN(Cc2c(F)cccc2F)CC1 | 19 | -15
O=C(C1CC(c2ccc(F)cc2)=NO1)N1CCC2(CC1)OCCO2 (stereo not given) | -13 | 17
COC1/C=C/C=C(\C)Cc2cc(O)c(Cl)c(c2)N(C)C(=O)CC(OC(=O)C(C)C)C2(C)OC2C(C)C2CC1(O)NC(=O)O2 (stereo not given) | 44 | -14
CN1C(=O)/C(=C\c2ccc(N3CCCCCC3)cc2)C(=O)NC1=S | 2 | -3
CC12CC(O)C3C(CCC4=CC(=O)CCC43C)C1CCC2=O (stereo not given) | -14 | 15
C[C@]12CCC3C(CC[C@H]4C[C@H](O)CC[C@]34C)C1[C@@H](O)[C@@H](O)[C@@H]2O (stereo not given in full) | 4 | -7
Remaining list, next part
SMILES | TAG inh | TAG inh DAPI viability
O=C(c1cccc([N+](=O)[O-])c1)C12CN3CN(CN(C3)C1)C2 | 12 | -9
COC(=O)C1=C(c2cccc3c2S(=O)(=O)c2ccccc2-3)C[C@@H]2CC[C@H]1N2C(=O)N1CCOCC1 | -1 | -1
O=C(NN=Cc1ccc(N(CCCl)CCCl)cc1)c1cc(=O)[nH]c(=O)[nH]1 | 14 | -9
CSc1ccc(C(=O)C2CCCN(Cc3cccnc3)C2)cc1 (stereo not given) | -21 | 14
COc1ccc(CN2CC=C(c3ccc(F)cc3)CC2)cc1Br | -11 | -5
CCOP(=S)(OCC)SCC(=O)NC(C)(CC)C(=O)O (stereo not given) | -15 | 1
CCOP(=O)(OCC)C(NC(=O)C(Cl)Cl)C(Cl)(Cl)Cl (stereo not given) | 5 | -1
O=C(Cn1c(NCCCl)nc2ccccc21)c1ccc(Br)cc1 | 6 | 5
CCOC(=O)c1ccc(N=C(CC)c2c(O)n(C)c(=O)n(C)c2=O)cc1 | 13 | -7
CC(C)n1c(O)c(C=NCc2ccccc2)c(=O)[nH]c1=S | -10 | 1
Cn1nnc(CC[N+](C)(C)C)n1 | -1 | 1
Nc1ccc(N=Nc2ccccc2)cc1 | 23 | -4
Cn1c(O)c(C=NCCN2CCOCC2)c(=O)[nH]c1=S | 6 | -10

Not all compounds are listed; count on the stated rates, not on these rows.
